FBPA coupling cs – qHTS Assay for Inhibitors of Fructose-1,6-bisphosphate Aldolase from Giardia Lamblia: Coupling assay counterscreen. coupling enzyme system counterscreen, AmpLite Red fluorescence. activity change, negative = inhibition, % at 58.2 µM, hits read low. 290,000 compounds, 0.67% hits; in the data active = activity change below about -30%; note: % is set by controls: 0 for no effect and ±100 for the full control effect
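First, compound is pin-transferred into glyceraldehyde-3-phosphate coupling-enzyme reagent at 57.5 uM final and held 10 min at RT. Next, substrate, coupling system and AmpLite Red are added. After 20 min RT, fluorescence (525/598 nm) is read.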
S-ASM inh – Inhibitors of Secretory Acid Sphingomyelinase (S-ASM): qHTS | Sphingomyelin phosphodiesterase (Homo sapiens), P17405 | placental ASM, HMU-PC fluorogenic substrate, 60 min | Potency, µM (highest dose often 57.5 µM), without a hit: at the top dose activity change, negative = inhibition, hits mostly inhibitors | 340,000 compounds, 0.006% hits | AID 504937, 2011; note: potency is the fitted concentration of half-maximal effect
Target sequence (P17405 47-631 limits assumed): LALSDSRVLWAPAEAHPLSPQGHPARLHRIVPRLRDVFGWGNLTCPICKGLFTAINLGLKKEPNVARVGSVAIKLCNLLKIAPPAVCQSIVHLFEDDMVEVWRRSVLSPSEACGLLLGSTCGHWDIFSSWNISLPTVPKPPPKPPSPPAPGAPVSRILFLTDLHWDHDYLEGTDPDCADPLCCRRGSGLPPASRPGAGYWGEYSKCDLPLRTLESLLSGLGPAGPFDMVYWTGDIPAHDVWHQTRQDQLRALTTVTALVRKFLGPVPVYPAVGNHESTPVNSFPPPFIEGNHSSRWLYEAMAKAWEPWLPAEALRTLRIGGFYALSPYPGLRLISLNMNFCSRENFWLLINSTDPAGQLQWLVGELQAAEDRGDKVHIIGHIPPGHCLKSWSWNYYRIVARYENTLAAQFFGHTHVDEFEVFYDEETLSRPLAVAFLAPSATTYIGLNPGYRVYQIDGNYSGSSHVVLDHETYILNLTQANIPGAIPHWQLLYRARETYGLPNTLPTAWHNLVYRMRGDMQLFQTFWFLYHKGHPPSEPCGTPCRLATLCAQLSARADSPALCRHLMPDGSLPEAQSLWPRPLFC
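Fluorogenic HMU-PC substrate (9 uM final) is turned over by placental ASM in 60 min at 37 C after a 10 min compound preincubation. Reaction ended by alkaline stop (pH 10), with fluorescence read at 386/447 nm.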
Integrin act MD – qHTS for Activators of Integrin-Mediated Alleviation for Muscular Dystrophy; alpha7betagal myoblasts, beta-gal FDG fluorescence, 48 h; Potency, µM (titrated, usually from 38.3 µM), inactives show top-dose activation, hits mostly activators; 350,000 compounds, 0.064% hits; AID 624291, 2012;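 note: potency is the fitted concentration of half-maximal effect; 100% = response of the positive control SU9516; nearly all actives have a fitted effect of over 60% in size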
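Alpha7betagal+/- myoblasts (passage 13) were plated 16-24 hr, then exposed to compounds (1:260 dilution of DMSO stock) for 48 hours at 37C. After MPER lysis, β-galactosidase reporter activity was read as FDG fluorescence (ex 480/em 540) after 30 minutes.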
Menin-MLL TR inh – qHTS Assay for Inhibitors Targeting the Menin-MLL Interaction in MLL Related Leukemias: Competition With Texas Red Labeled MLL-derived Mutant Peptide | O00255 | Menin + Texas Red MLL mutant peptide, fluorescence polarization | Potency, µM (top dose mostly 61.6 µM), without a hit: at the top dose FP activity change, negative = inhibition, most hits filed as inhibitors | 270,000 compounds, 0.23% hits; active = well fitted inhibition curve with a large enough effect in the polarisation, with a control signal flat, not every such curve was filed as active; inconclusive = small, poorly fitted or top-dose-only effect, or effect the other way, or a change in a side signal; inactive = no such curve, though single readings can be large or run the other way; the % refers to the polarisation; note: potency is the fitted concentration of half-maximal effect; % of control where 0% means no effect; many of its hits are not listed in these tables
PTAP TSG101 blk – qHTS Assay for Iinhibitors of HIV-1 Budding by Blocking the Interaction of PTAP/TSG101; 340,000 tested, under 10 active; Potency, µM (doses to about 115 µM), for the others: at the top dose activity change, negative = inhibition, most hits filed as inhibitors; Fluorescence polarization, FITC-PTAP peptide / Tsg101 binding; active = well fitted inhibition curve with a large enough effect in the main read-out, with a control signal flat, not every such curve was filed as active; inconclusive = small, poorly fitted or top-dose-only effect, or effect the other way, or a change in a side signal; inactive = no such curve, though single readings can be large or run the other way; note: potency is the fitted concentration of half-maximal effect; % of control where 0% means no effect
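Fluorescence polarization binding of Tsg101 binding domain (10 uM final) to FITC-labeled PTAP peptide (50 nM final) in HEPES pH 7.5 buffer with NaCl, Tween 20, EDTA, TCEP. Compounds added before peptide; binding 20 min at RT.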
GALK inhibitor – qHTS Assay for Inhibitors of Human Galactokinase (GALK). P51570. Purified GALK, Kinase-Glo residual ATP luminescence. Potency, µM (highest dose often 57.5 µM), inactives show top-dose activity change, negative = inhibition, most hits filed as inhibitors. 270,000 compounds, 0.007% hits; note: potency is the fitted concentration of half-maximal effect; % is set by controls: 0 for no effect and ±100 for the full control effect
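Kinase-Glo Plus luminescence measured ATP left after a 1 h room-temperature reaction. The reaction used 5 nM GALK, 100 uM galactose and 35 uM ATP at pH 8.0 (20 mM HEPES, 5 mM MgCl2, 60 mM NaCl, 1 mM DTT, 0.01% BSA).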
Chronic BCR inh – qHTS Assay to Find Inhibitors of Chronic Active B-Cell Receptor Signaling. ABC-DLBCL IkBa-CBG/CBR reporter, luminescence ratio, 4 h. Potency, µM (titrated, usually from 46.1 µM), inactives show at the top dose ratio change, negative = lower green/red ratio, actives largely listed as inhibitors. 340,000 compounds, 0.05% hits; active = well fitted inhibition curve with a large enough effect in the signal ratio, with a control signal flat, not every such curve was filed as active; inconclusive = small, poorly fitted or top-dose-only effect, or effect the other way, or a change in a side signal; the % refers to the signal ratio;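 note: potency is the fitted concentration of half-maximal effect; plate controls were basal doxycycline-induced cells for no effect and cells given 10 µM MG132 for full effect; MG132 reads +100%, hits lower the ratio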
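Compounds up to 46 uM were incubated four hours with TMD8 cells whose green CBG68 luciferase is fused to IkappaBalpha; red CBR luminescence normalised the signal, and concentration-effect curves were fitted to fusion, red and ratio data.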
Giardia kill – Small Molecules that selectively kill Giardia lamblia: qHTS. Giardia lamblia trophozoite viability. activity change, % at 7.66 µM, hits read low. 340,000 compounds, 0.15% hits. AID 540267, 2011; in the data active = activity change below about -80%; inconclusive = between about -30% and that limit;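 note: parasites exposed to compound for two days anaerobically before the ATP read; % is set by controls: 0 for no effect and ±100 for the full control effect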
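Giardia lamblia trophozoites (100 cells/well) were incubated with compounds for 48 h at 37 deg C under anaerobic conditions. Viability was read as ATP content by one-step luminescence after 15-30 min at room temperature.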
PKM2 activator – qHTS Assay for Activators of Human Muscle isoform 2 Pyruvate Kinase; Pyruvate kinase PKM (Homo sapiens), P14618; purified PKM2, Kinase-Glo ATP luminescence, activation; response scale: 0% is enzyme alone, no compound; Potency, µM (top dose mostly 57.5 µM), inactives show top-dose activation, hits mostly activators; 260,000 compounds, 0.34% hits; AID 1631, 2009; note: potency is the fitted concentration of half-maximal effect; % is set by controls: 0 for no effect and ±100 for the full control effect; nearly all actives have a fitted effect of over 55% in size
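Kinase-Glo luminescence reports ATP generated from ADP (0.1 mM) and PEP (0.5 mM) by purified hPK-M2 after 1 h at room temperature, pH 7.2 imidazole buffer; intermediate enzyme activity allows detecting inhibitors and activators.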
B2AR arrestin – qHTS assay of beta-arrestin-biased ligands of beta2-adrenergic receptor | Beta-2 adrenergic receptor (Homo sapiens), P07550 | beta-arrestin recruitment to beta2AR, cell-based reporter | Potency, µM (doses to about 46.1 µM), inactives show at the top dose activation, most hits filed as activators | 330,000 compounds, 0.02% hits | AID 492947, 2010;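 note: potency is the fitted concentration of half-maximal effect; 0% = DMSO controls and full agonism = EC100 isoproterenol or metaproterenol; nearly all actives have a fitted effect of over 65% in size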
Tb PFK inh – qHTS Assay to Find Inhibitors of T. brucei phosphofructokinase; 330,000 compounds, 0.17% hits; T. brucei PFK, ADP-Glo luminescence; ATP-dependent 6-phosphofructokinase (Trypanosoma brucei brucei), O15648; AID 485367, 2010; Potency, µM (series often up to 57.5 µM), for inactives: at the highest dose activity, negative = inhibition, actives largely listed as inhibitors;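 note: potency is the fitted concentration of half-maximal effect; 0% = uninhibited 1x PFK enzyme wells and -100% = no-enzyme wells; nearly all actives have a fitted effect of over 60% in size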
Target sequence (O15648 whole entry, looked up): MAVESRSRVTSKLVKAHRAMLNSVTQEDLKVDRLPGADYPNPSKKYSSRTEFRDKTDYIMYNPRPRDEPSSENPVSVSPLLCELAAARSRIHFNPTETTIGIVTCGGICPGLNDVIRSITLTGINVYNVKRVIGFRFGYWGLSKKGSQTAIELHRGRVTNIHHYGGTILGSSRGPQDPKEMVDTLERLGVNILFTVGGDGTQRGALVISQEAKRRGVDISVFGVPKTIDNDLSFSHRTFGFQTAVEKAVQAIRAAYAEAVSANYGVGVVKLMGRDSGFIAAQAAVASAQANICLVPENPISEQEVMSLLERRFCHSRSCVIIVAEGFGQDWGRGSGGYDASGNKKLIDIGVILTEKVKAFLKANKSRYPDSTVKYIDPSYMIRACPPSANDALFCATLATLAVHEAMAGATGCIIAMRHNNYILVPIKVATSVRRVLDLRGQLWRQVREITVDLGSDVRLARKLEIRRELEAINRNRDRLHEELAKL
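ADP-Glo luminescence quantified ADP after 45 min at room temperature, with 1.25 nM T. brucei PFK, 0.1 mM ATP and 0.5 mM fructose-6-phosphate in pH 8.0 TEA buffer. qHTS titrations up to 57 µM; curves classified by quality.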
Starred values were filed as active, the others as inactive; ? = inconclusive; . = not tested or not shown; [ ] = another dose, or the depositor's remark. Unless noted, calls come from the whole dose curve; as a rule, active = well fitted curve in the direction sought with a large enough effect; inconclusive = small, poorly fitted or top-dose-only effect, or another doubt; inactive = no such curve, though single readings can be large; an effect the other way counts as inactive or inconclusive.

cpd	mol	FBPA coupling cs	S-ASM inh	Integrin act MD	Menin-MLL TR inh	PTAP TSG101 blk	GALK inhibitor	Chronic BCR inh	Giardia kill	PKM2 activator	B2AR arrestin	Tb PFK inh
1	COc1cc(CCC(=O)OCC(=O)NC(=O)c2ccc(Cl)cc2)cc(OC)c1OC	-1	-6%	-14%	-4%	-6%	10%	?	-3	.	-0.1%	0%
2	CCCCC(CC)CNC(=O)C(Cc1ccccc1)NS(=O)(=O)c1ccc2c(c1)CCC(=O)N2 (stereo not given)	5	3%	-11%	0%	1%	5%	6%	-6	6%	0.0%	-1%
3	C=CCNc1nc(NC(C)(C)CO)nc(OCC)n1	1	-2%	-8%	4%	-5%	-2%	0%	2	9%	-0.5%	0%
4	Cc1nnc2n(-c3ccccc3)c(=O)c3c4c(sc3n12)CC(C)CC4 (stereo not given)	1	-2%	-16%	26%	.	-2%	4%	-14	2%	-0.3%	-2%
5	COc1ccc(NC(=O)CN2CCN(c3ccc(F)cc3)CC2)cc1	1	-1%	-3%	?	-1%	-4%	?	-14	.	0.2%	-1%
6	CCc1ccc(CN2CCN(C(=O)c3ccco3)CC2)cc1	-6	-1%	-26%	?	-5%	.	1%	-13	.	0.1%	-2%
7	Cc1nc2c(C(=O)NCCC3=CCCCC3)c[nH]n2c(=O)c1Cl	-5	7%	15%	40%[activator]	.	-8%	6%	-3	20%	0.5%	0%
8	Cc1cc(C)n2nc(SCC(=O)N(CC(C)C)c3c(N)n(CC(C)C)c(=O)[nH]c3=O)nc2n1	-3	4%	-17%	-8%	-1%	-1%	2%	-20	1%	0.4%	-9%
9	Cc1ccc(C(c2nnnn2CCC(C)C)N2CCN(C)CC2)cc1 (stereo not given)	8	-3%	2%	-7%	-2%	0%	8%	6	-5%	-0.2%	-1%
10	CC1CC(C)CN(C(=O)Nc2ccc(Br)cc2)C1 (stereo not given)	-14	1%	-19%	12%	-7%	4%	?	-5	3%	0.3%	1%
11	Cc1cc(N2O[C@H]3C=C[C@@H]2C3)no1	.	2%	0%	.	-3%	.	0%	8	.	-0.6%	-2%
12	Cc1nc(Cc2nnc(SCc3nc(N)nc(Nc4ccccc4C)n3)o2)cs1	1	0%	-17%	-16%	-2%	-1%	-9%	-14	14%	0.2%	1%
13	CC(=O)c1c(C(C)=O)c(C)n(NC(=O)c2ccccc2O)c1C	3	2%	24%	-9%	.	10%	6%	8	-1%	-0.9%	0%
14	COCCn1c(-c2ccc(F)cc2)nc2oc3cc(OC)ccc3c(=O)c2c1=O	2	3%	-22%	.	-3%	-2%	4%	3	-1%	-0.7%	-4%
15	O=C(NC(Cc1c[nH]c2ccccc12)C(=O)NCc1ccc(F)cc1)OCc1ccccc1 (stereo not given)	-2	-19%	15%	16%	-1%	-3%	-4%	1	-1%	-0.5%	7%
16	CCN(CC)CCC(=O)NC(C)(C)Cc1ccc(O)cc1	-2	-1%	2%	?	0%	0%	-1%	-2	0%	-0.1%	0%
17	CCOC(=O)CN1CC23C=CC(O2)C(C(=O)NC2CCCCCC2)C3C1=O (stereo not given)	-2	7%	2%	-11%[11.7 µM]	0%	1%	5%	-2	0%	0.5%	-5%
18	O=C(c1cc(Br)ccc1Cl)N1CCCC1	3	0%	13%	-2%	0%	-1%	5%	11	-5%	-0.3%	1%
19	C=CCn1c(COc2ccc(CC)cc2)nnc1SCC(=O)NC1CCS(=O)(=O)C1 (stereo not given)	1	-2%	-12%	-10%	-4%	1%	0%	-2	-3%	-0.5%	-3%
20	Cc1cc(C(=O)NC2CCCc3c2cnn3-c2cc(F)cc(F)c2)nn1C (stereo not given)	.	2%	-1%	.	-2%	-7%	1%	-2	0%	-0.7%	0%
21	Cc1cc(Oc2ccc(Br)cc2)nc(SCC(=O)c2ccccc2)n1	0	-15%	-19%	-1%	-1%	-3%	9%	-10	-1%	-0.3%	6%
22	COc1ccc(CNC(=O)COC(=O)C2=COCCO2)cc1	-14	0%	-16%	-3%	-4%	1%	-18%	13	-1%	0.2%	5%
23	CCSc1nnc(-c2c[nH]c3ccccc23)o1	-4	7%	30%	52%[activator]	-2%	5%	-18%	-3	.	0.0%	-2%
24	COC(=O)c1c(C)oc2ccc(N(C(=O)c3ccncc3)S(=O)(=O)c3ccccc3)cc12	-3	3%	-26%	59%[activator]	-2%	-5%	?	6	22%	0.3%	-6%
25	O=C(COC(=O)/C=C/c1cccc(F)c1)Nc1ccc2[nH]c(=O)[nH]c2c1	.	-2%	28%	.	0%	.	6%	20	.	0.2%	-5%
26	COc1ccc(CN2CCN(Cc3cccn3-c3ncccn3)CC2CCO)c(C)c1C (stereo not given)	1	5%	-30%	?	-6%	-3%	?	-13	2%	-0.5%	3%
27	CC(=O)c1cccc(-n2nnnc2SCC(=O)NNC(=O)C(C)C)c1	2	1%	-10%	10%	1%	4%	3%	0	0%	0.9%	-8%
28	Cc1cc(C2N=C(N)Nc3nc4ccccc4n32)c(C)n1-c1ccccc1Cl (stereo not given)	-5	-22%	-36%	-16%	-5%	2%	?	0	8%	-0.2%	3%
29	Cc1ccc(OCC(=O)NCCNC(=O)c2cccnc2)cc1C	1	23%	4%	13%	-5%	0%	1%	-7	.	0.4%	-2%
30	CCOC(=O)C(C(=O)OCC)C(Nc1ccc(Br)cc1)c1ccccc1 (stereo not given)	2	-1%	-60%[inhibitor]	1%	-12%	-3%	?	0	4%	-0.4%	-11%
31	CCOC(=O)c1sc(NC(=O)c2ccc(S(=O)(=O)N3CCCCC3)cc2)nc1-c1ccccc1	2	-5%	4%	-14%	2%	1%	-4%	6	-1%	-1.5%	?
32	CCC(=O)OCCNc1nc(-c2ccccc2)nc2ccccc12	-2	3%	-4%	?	-1%	0%	?	-18	13%	-0.3%	-1%
33	CC(=O)Nc1ccc(S(=O)(=O)N2CCN=C2SCc2cccnc2)cc1	-1	3%	-3%	6%	-2%	0%	-13%	9	16µM*	0.1%	-3%
34	COc1ccc(S(=O)(=O)N2CCN(C)CC2)c2ccccc12	5	3%	-2%	-16%	0%	1%	?	-2	4%	-1.4%	-2%
35	O=C(CN1CCCCC1)NNC(=O)c1cccc(Br)c1	0	0%[11.5 µM]	7%	15%	-4%	4%	-3%	0	.	-0.3%	6%

An excerpt of these results, with values under each structure:
The line under a structure holds: FBPA coupling cs | S-ASM inh | Integrin act MD | Menin-MLL TR inh | PTAP TSG101 blk | GALK inhibitor | Chronic BCR inh | Giardia kill | PKM2 activator | B2AR arrestin | Tb PFK inh
32	CCC(=O)OCCNc1nc(-c2ccccc2)nc2ccccc12
 : -2 | 3% | -4% | ? | -1% | 0% | ? | -18 | 13% | -0.3% | -1%
31	CCOC(=O)c1sc(NC(=O)c2ccc(S(=O)(=O)N3CCCCC3)cc2)nc1-c1ccccc1
 : 2 | -5% | 4% | -14% | 2% | 1% | -4% | 6 | -1% | -1.5% | ?
35	O=C(CN1CCCCC1)NNC(=O)c1cccc(Br)c1
 : 0 | 0%[11.5 µM] | 7% | 15% | -4% | 4% | -3% | 0 | . | -0.3% | 6%

High-throughput results from PubChem BioAssay.

An excerpt; count on the stated rates, not on these rows.
